Assay outcomes (PubChem BioAssay)
AmpC inh det: AmpC beta-lactamase inhibition, detergent assay | P00811 | purified AmpC, nitrocefin hydrolysis with detergent | Potency, µM (titrated, usually from 28.7 µM), inactives show at the top dose activity change, negative = inhibition | 0.09% of 71,000 active; active = well fitted curve in the direction sought with a large enough effect; inconclusive = small, poorly fitted or top-dose-only effect
Target sequence (P00811 whole entry, looked up): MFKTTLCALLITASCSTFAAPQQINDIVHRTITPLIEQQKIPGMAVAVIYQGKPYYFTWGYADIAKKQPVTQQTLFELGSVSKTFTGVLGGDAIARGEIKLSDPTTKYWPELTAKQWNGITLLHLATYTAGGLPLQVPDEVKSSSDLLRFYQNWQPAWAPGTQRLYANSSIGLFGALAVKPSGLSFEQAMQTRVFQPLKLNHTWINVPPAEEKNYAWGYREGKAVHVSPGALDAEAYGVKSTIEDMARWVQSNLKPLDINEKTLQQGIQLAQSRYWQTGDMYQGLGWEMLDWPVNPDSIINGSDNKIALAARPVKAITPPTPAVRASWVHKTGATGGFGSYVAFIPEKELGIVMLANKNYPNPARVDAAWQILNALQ
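E. coli AmpC (5.3 nM) in 20 mM phosphate pH 7.0 with 0.01% Triton X-100, preincubated 15 min RT with compound; nitrocefin (2 uL of 800 uM stock) hydrolysis followed by 480 nm absorbance every 20 s over 4 min.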
* = called active by the depositor; ? = inconclusive; [ ] = dose if it differs, or a comment. % is set by controls: 0 for no effect and ±100 for the full control effect; potency is the fitted concentration of half-maximal effect. These rows are one share of the data. The share of hits here may be higher or lower than overall.

SMILES | AmpC inh det
COC(=O)c1ccc(C(NC(=O)OCc2ccccc2)/C(=C/[C@@H](C)C(=O)N(C)C)c2cccnc2)cc1 (stereo partly specified) | 17.7%
CN(C)S(=O)(=O)N1CCc2ccccc2C1 | -1.0%
COc1ccc(NCc2nnc(SCC(=O)N3CCCc4ccccc43)n2C)cc1 | -1.4%
Cc1noc(C)c1S(=O)(=O)N(CC(=O)O)c1ccc2c(c1)OCO2 | 6.5%
CN(C)S(=O)(=O)c1cccc(C(=O)Nc2cccnc2)c1 | -4.9%
COc1ccc(COCC(O)CN2CCOCC2)cc1OC (stereo unspecified) | 0.5%
Cc1ccc(-c2nnn(CC(=O)Nc3ccc(S(=O)(=O)N4CCC(C)CC4)cc3)n2)cc1 | 6.3%
COc1ccc(C2C(C#N)=C(N)Oc3n[nH]c(C)c32)cc1CN1CCN(c2ccc(F)cc2)CC1 (stereo unspecified) | 4.8%
COc1cccc(-c2nnc(N(C)C(=O)C3CCOC3)s2)c1 (stereo unspecified) | 13.2%
Oc1ccc(Cl)cc1Cc1cc(Cl)cc(Cc2cc(Cl)ccc2O)c1O | 1.6%[5.75 µM]
O=C(CSCCO)Nc1cccc(C(F)(F)F)c1 | -0.6%
CCc1ccc2nc(NC3=NCN(CCN4CCOCC4)CN3)nc(C)c2c1 | 0.2%
O=C(Cn1ncc2c(=O)oc3ccccc3c21)N1CCC(N2CCCCC2)CC1 | 9.8%
CCCCCCn1c(N2CCN(c3ccccc3)CC2)nc2c1c(=O)n(C)c(=O)n2C | 13.0%
Cn1nnnc1SCC(=O)Nc1ccc(N2CCOCC2)cc1 | -0.5%
Cc1ccc(S(=O)(=O)N2CCCC2CO)cc1 (stereo unspecified) | -2.9%
CC(=O)N1CCc2cc(S(=O)(=O)Nc3cccc(C(F)(F)F)c3)ccc21 | -6.6%
COc1ccccc1CN1CC2(CCN(C(=O)c3cnccn3)CC2)C1 | 0.8%
CCCCCOc1ccc(C(=O)NC(C(=O)O)C(C)C)cc1 (stereo unspecified) | 0.0%
COc1ccc(-c2[nH]ncc2Oc2ccccc2OC)c(O)c1 | -5.4%
CC(/C=C/C=C(C)/C=C/C(=O)O)=C\C=C\C=C(C)\C=C\C=C(C)\C=C\C(=O)O | 6.7%
CCC(Sc1nc2ccccc2s1)C(=O)Nc1nnc(C)s1 (stereo unspecified) | -3.2%
O=C(c1cc2nc(-c3ccco3)cc(C(F)(F)F)n2n1)N1CCc2ccccc2C1 | 8.5%
CCCCCCCCCCCCOCC1CO1 (stereo unspecified) | 13.0%
COC(=O)/C=c1/sc2nc3ccccc3n2c1=O | -1.8%
CCOC(=O)c1cc2occc2n1CC(=O)N1CCN(C(=O)c2ccco2)CC1 | 10.8%
COc1ccc(Nc2oc(COc3ccccc3F)nc2C#N)cc1 | 10.5%
Cc1ccc(OCc2nc(-c3ccccc3)no2)c(C)c1 | 2.5%
COc1cc(NC(=O)Nc2cccc(C(C)=O)c2)cc(OC)c1OC | -1.1%
O=C(COc1cccc(NC(=O)c2ccco2)c1)c1ccccc1 | 0.8%
COc1ccc(NC(=O)CCN2CCCCC2)cc1 | 12.8%
O=C(CN(C1CC1)S(=O)(=O)c1ccc(S(=O)(=O)NC2CCCCC2)cc1)Nc1ccccc1 | -2.8%
COc1ccc(OC)c(N(CC(=O)NCc2cccnc2)S(C)(=O)=O)c1 | -2.6%
O=C(O)CC(NS(=O)(=O)c1ccc(Br)cc1)c1ccco1 (stereo unspecified) | -0.3%
CCN(C(=O)CCc1nc(-c2ccc(OC)cc2)no1)c1cc(OC)ccc1OC | -4.1%
Cc1c(C(O)CN2CCN(Cc3ccc4c(c3)OCO4)CC2)c2ccccc2n1C (stereo unspecified) | -1.8%
COc1cc(-c2nc(S(=O)(=O)c3ccc(Cl)cc3)c(N3CCOCC3)o2)cc(OC)c1OC | -2.5%
COc1ccc2nc(NC(=O)C3CCN(S(=O)(=O)c4cnc[nH]4)CC3)sc2c1 | -5.0%
CCCC(C(=O)NC1CCCC1)N(CCCN1CCOCC1)C(=O)c1snc(C(N)=O)c1N (stereo unspecified) | 5.8%
CCOc1ccccc1C(=O)N1CCC(n2nnc3cc(C)ccc32)CC1 | 21.4%
Cc1ccc(CCN2CC(C(=O)NCCCN3CCOCC3)CC2=O)cc1 (stereo unspecified) | 7.4%
CCn1ncc(C2=NOC(C(=O)Nc3c(C)n(C)n(-c4ccccc4)c3=O)C2)c1C (stereo unspecified) | 8.5%
CCCC(=O)Nc1nc(-c2ccc3c(c2)OCCO3)cs1 | 6.0%
CC(C)OC(=O)CSc1nc(N)c(C#N)c(-c2cccs2)c1C#N | 6.8%
COc1ccccc1N1C(=O)CC(Sc2ncccc2C(=O)O)C1=O (stereo unspecified) | -1.7%
CC(C)(C)N=C1NC(=NC(C)(C)C)c2ccccc21 | 4.9%
CCOC(=O)N1CCN(C(=O)C2CCN(C(=O)c3cc4sccc4n3CC)CC2)CC1 | 7.2%
CN(C)CCNC(=O)c1ccc(Cl)s1 | -5.7%
COc1ccc(N2Cc3cccc(C(=O)O)c3C2=O)cc1 | 11.3%
O=C(NCc1ccc(Cl)cc1)C1CCCN(S(=O)(=O)c2cnc[nH]2)C1 (stereo unspecified) | 13.7%
CCC(=O)N1CCc2cc(S(=O)(=O)NC(C(=O)NCc3ccc(C)cc3)C(C)C)ccc21 (stereo unspecified) | -1.6%
COc1cccc(Cn2c(=O)c(-c3cn(C)c4ccccc34)nc3cnc(OC)nc32)c1 | -0.4%
O=C(CC1(O)C(=O)Nc2ccccc21)c1ccc2c(c1)OCO2 (stereo unspecified) | -3.3%
C[C@@]12CC[C@H]3[C@@H](CCC4=C(O)C(=O)CC[C@]43C)[C@H]1CCC2=O | -2.7%
COC(=O)CN(C#N)c1nc(SC)nc(N(C)C)n1 | -2.5%
CN(C)C(=O)CN1C(=O)C2CC=C(Cl)CC2C1=O (stereo unspecified) | -1.4%
NCC(=O)Nc1ccc(Cl)cc1C(=O)c1ccc[nH]1 | -2.6%[5.75 µM]
O=c1[nH]c(-c2cccnc2)nc2ccccc12 | 0.3%
O=C(CN1CCN(C2CCCCC2)CC1)NCCC1=CCCCC1 | -3.9%
NCCCNCCSP(=O)(O)O | -4.2%
Additional entries.
SMILES | AmpC inh det
Cc1nn(Cc2ccccc2)c2sc(C(=O)N3CCN(Cc4ccc5c(c4)OCO5)CC3)cc12 | -3.1%
COCCNC(=O)COc1cc(=O)n(C)c2ccccc12 | 1.7%
COc1cccc(CNC(=O)CCCNS(=O)(=O)c2cccs2)c1 | -1.9%
CN(C)C(=O)c1ccc(-c2cncnc2-n2ccnc2)cc1 | 8.8%
CCCC(=O)NCCSC | 7.2%
Cc1ccc2nc(N3CCN(C)CC3)[nH]c2c1 | -4.9%
Cc1cc2ncn(CC(=O)O)c2cc1C | -2.6%[5.75 µM]
CCNS(=O)(=O)c1ccc(NC(=O)Nc2cccc(OC)c2)cc1 | 11.2%
O=C(Nc1ccc(O)cc1)c1cc2n(n1)C(C(F)(F)F)CC(c1ccco1)N2 (stereo unspecified) | -1.0%
O=C(NCCC1=CCCCC1)c1ccc(Br)o1 | 7.0%
COC(=O)Cc1c(C)c2ccc(OC(=O)c3ccco3)cc2oc1=O | -6.0%
CCOC(=O)c1c(C)[nH]c(NC(=O)N2CCOCC2)c1C | 0.5%
Cc1cc(C)nc(N2CCCC(C(=O)NC3CCCC3)C2)n1 (stereo unspecified) | -0.2%
Clc1cc(Cl)c2nc(N3CCCC3)sc2c1 | 4.1%
Cc1nc2nc[nH]n2c(=O)c1CCC(C)C | 9.1%

Given as a markdown table: 7 of the compounds above
| structure | AmpC inh det |
| --- | --- |
| O=c1[nH]c(-c2cccnc2)nc2ccccc12 | 0.3% |
| O=C(CN1CCN(C2CCCCC2)CC1)NCCC1=CCCCC1 | -3.9% |
| NCCCNCCSP(=O)(O)O | -4.2% |
| Cc1nn(Cc2ccccc2)c2sc(C(=O)N3CCN(Cc4ccc5c(c4)OCO5)CC3)cc12 | -3.1% |
| COCCNC(=O)COc1cc(=O)n(C)c2ccccc12 | 1.7% |
| COc1cccc(CNC(=O)CCCNS(=O)(=O)c2cccs2)c1 | -1.9% |
| CN(C)C(=O)c1ccc(-c2cncnc2-n2ccnc2)cc1 | 8.8% |

The list goes on:
SMILES | AmpC inh det
CC1Cn2c(nc3c2c(=O)[nH]c(=O)n3C)O1 (stereo unspecified) | -2.6%
CCNCCC1(CC)C(=O)NC(=O)NC1=O | -1.5%[5.75 µM]
COCCN1C(=O)c2ccccc2C(C(=O)N2CCN(c3ccccn3)CC2)C1c1ccc(F)cc1 (stereo unspecified) | -2.2%
CCn1c(SCC(=O)c2ccccc2)nc2c(c1=O)SC(C)C2 (stereo unspecified) | -2.4%
Cc1ccc(NC(=O)CSCC(=O)O)c(C)c1 | -4.1%
COc1ccccc1N1CCN(C(=O)c2cnn3cccnc23)CC1 | -3.5%
CC(=O)Nc1nc(C)nc(-c2ccccc2)c1C(C)=O | -3.8%
COc1cc(C)c(S(=O)(=O)NC2CC(C)(C)NC(C)(C)C2)cc1C | -1.8%
COc1ccc(C)cc1S(=O)(=O)N(C)CC(N)=O | -7.1%
Cc1cc(NC(=O)Cc2cccs2)nn1CC(=O)NCc1ccco1 | -4.4%
CC1CCCC(C)N1CCCNC(=O)c1cc2c(=O)n(C)c3ccccc3c2n1C (stereo unspecified) | 9.9%
COc1ccc(N2CCN(S(=O)(=O)c3ccc(C(=O)NC4CCCC4)cc3)CC2)cc1 | 10.1%
CCOC(=O)c1sc2c(c1C)C(c1cccs1)C1=C(CCCC1=O)N2 (stereo unspecified) | 8.0%
COCCn1c(C)cc(C(=O)CN2C(=O)NC3(CCCCCCC3)C2=O)c1C | -5.6%
COc1cccc(OCCSc2nnc3sc4ccccc4n23)c1 | -1.4%
O=C(NCCc1ccccc1)c1ccc(Br)o1 | 8.1%
O=C(NCc1ccc2c(c1)OCO2)c1c(F)c(F)c(F)c(F)c1F | -4.2%
O=C(O)c1ccc(SSc2ccc(C(=O)O)cn2)nc1 | -4.9%[5.75 µM]
CCOC(=O)Cc1csc(NC(=O)CN(C)S(=O)(=O)c2ccc3c(c2)CCC(=O)N3)n1 | 13.3%
COc1ccccc1CN1C(=O)c2ccncc2C1=O | -6.2%
Cc1cc(C(=O)OCC(=O)N2CC(C)CC(C)C2)c(C)o1 (stereo unspecified) | 7.6%
COc1cccc(NC(=O)c2ccncc2)c1 | 7.6%
O=C(Nc1ccc(F)cc1)c1cc(S(=O)(=O)N2CCCCC2)cs1 | 2.9%
O=C(Cn1nnc(-c2ccc(Cl)cc2)n1)NC1CCN(Cc2ccccc2)CC1 | 6.9%
COCCOC(=O)C1=C(N)OC2=C(C(=O)CCC2)C1c1cccnc1 (stereo unspecified) | -3.5%
COc1cccc2cc(C(=O)N(C)C3CCN(C)CC3)c(=O)oc12 | -3.5%
CCCCC/C=C/C=C/C=O | 8.1%
Cc1ccc(CN2CCSc3ccc(C(=O)N4CCN(c5ncccn5)CC4)cc32)cc1 | -1.3%
COC(=O)C1Cc2c([nH]c3ccccc23)C(C)N1 (stereo unspecified) | -0.6%
COc1ccc(-n2ccnc2SCC(=O)Nc2ccc(OC)cc2OC)cc1 | -4.7%
COc1ccc(C2CC(c3ccccc3C)n3nc(N)nc3N2)cc1 (stereo unspecified) | 16.7%
CCOC(=O)CC(=O)CSc1nc(-c2cccnc2)cc(C)c1C#N | 2.4%
O=C(O)CCc1ccc(-c2cccs2)n1-c1ccc(C(=O)O)cc1 | 3.7%
Cc1cc(=O)oc2cc(O)c(CN(C)CC(=O)O)cc12 | -1.9%[5.75 µM]
C=CCN1CN(S(=O)(=O)c2cccs2)c2nc3ccccc3nc21 | -1.5%
CCN(CC)C(=O)CSc1nnc(-c2cnccn2)n1-c1ccc(C)cc1 | -0.9%
Cc1ccc2c(c1)-c1cc(C)nn1C(c1ccc3c(c1)OCO3)N2 (stereo unspecified) | -1.2%
CN1CCc2cc3c(c4c2C1CC41CCC(=NO)CC1)OCO3 (stereo unspecified) | -4.1%
CC1(C)NC(=O)N(CCCSc2ccc(Cl)cc2)C1=O | -1.2%
CCOC(=O)c1c(NC(=O)c2cccs2)sc(C)c1C | 1.7%
Cc1ccc2[nH]c(=O)c(COC(=O)c3ccccn3)cc2c1 | -2.0%
Cc1cnc(NC(=O)c2ccc(-c3nc4ccccc4s3)o2)s1 | -6.0%
COc1ccc(Oc2ncc3ncc(=O)n(-c4ccc(OC)cc4)c3n2)cc1 | -2.3%
O=C(CP(=O)(c1ccccc1)c1ccccc1)Nn1cnnc1 | 5.3%
CN1C(=S)SC(C)(C)C1NO (stereo unspecified) | -3.1%
Cc1ccc(C2N(c3nccs3)C(=O)C3CCCN32)cc1 (stereo unspecified) | -5.5%
N#Cc1c(NC(=O)CSc2ncnc3sccc23)oc(-c2ccco2)c1-c1ccco1 | 11.6%
COc1cccc(Cn2c(=O)c(-c3ccc(F)cc3)nc3cnc(N4CCNCC4)nc32)c1 | -4.2%
C=CCn1c(=O)c2ccccc2n2c(SCc3nnc(-c4ccccc4Br)o3)nnc12 | 0.2%
O=c1c(-c2cc(F)cc(F)c2)nc2cncnc2n1C1CC1 | 0.1%
CN1/C(=C\C(=O)CN2C(=O)NC3(CCCCCC3)C2=O)C(C)(C)c2ccccc21 | -2.3%
CCN(CC)S(=O)(=O)c1ccc2c(c1)nc(SCc1nc3ccsc3c(=O)[nH]1)n2CC | 1.9%
COc1cc2c(=O)n(Cc3ccco3)c(=O)n(CC(=O)c3cccc(Br)c3)c2cc1OC | ?

5 entries out of the list, sorted by length of the SMILES, highest first.
SMILES | AmpC inh det
CCN(CC)S(=O)(=O)c1ccc2c(c1)nc(SCc1nc3ccsc3c(=O)[nH]1)n2CC | 1.9%
COc1cc2c(=O)n(Cc3ccco3)c(=O)n(CC(=O)c3cccc(Br)c3)c2cc1OC | ?
CN1/C(=C\C(=O)CN2C(=O)NC3(CCCCCC3)C2=O)C(C)(C)c2ccccc21 | -2.3%
N#Cc1c(NC(=O)CSc2ncnc3sccc23)oc(-c2ccco2)c1-c1ccco1 | 11.6%
Cc1ccc(C2N(c3nccs3)C(=O)C3CCCN32)cc1 (stereo unspecified) | -5.5%
